Bioassay records: PubChem BioAssay, several laboratories
TRPC4 potent: positive allosteric modulators of TRPC4, primary screen, cell-based, mouse TRPC4beta, HEK293 mu-opioid, Fluo-4 calcium; DAMGO EC20, Fluo-4 Ca2+ flux; active compounds read high; B-score at 10 µM; hit rate 0.42% among 310,000; AID 2227, 2009;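 active = B-score of calcium response area above 5 SD of library B-scores, with initial fluorescence ratio within 5 SD of library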;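 also: B-score of integrated fluorescence ratio over time as area under calcium response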
TRPC6 act: mouse TRPC6 channel activators, primary screen, cell-based, HEK293, membrane potential dye. hit rate 0.13% among 310,000. HEK293-TRPC6 membrane potential dye fluorescence; active compounds read high. B-score at 10 µM. Short transient receptor potential channel 6 (Mus musculus), Q61143;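 active = B-score of the integrated fluorescence ratio above library mean plus 3 SD, and starting fluorescence ratio within library mean plus 5 SD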;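 also: higher score means more depolarization so channel activation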
IEC-6 cytotox: cytotoxicity in IEC-6 intestinal epithelial cells, primary screen, cytotoxicity control for KLF5 inhibitor project, cell-based, luminescence; AID 1825, 2009; hit rate 0.78% among 290,000; IEC-6 cytotoxicity, luminescence viability; inhibition, % at 5 µM; in the data active = inhibition above about 22%;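 also: 0% = plate median of test compound wells and 100% = cytotoxic reference compound wells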
MrgX1 antagonist: antagonists of human MrgX1 receptor, primary screen, HEK293 cells, Fluo-4 calcium flux; B-score at 10 µM; hit rate 1.3% among 310,000; BAM8-22 antagonism; active compounds read low; Mas-related G-protein coupled receptor member X1 (Homo sapiens), Q96LB2;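 active = calcium-response B-score plate-corrected more than 3 library SD below zero, starting fluorescence within 5 deviations, no agonist response on first addition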;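 also: peak minus trough fluorescence over baseline after final BAM8-22 challenge near maximal dose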
Target sequence (Q96LB2 whole entry, looked up): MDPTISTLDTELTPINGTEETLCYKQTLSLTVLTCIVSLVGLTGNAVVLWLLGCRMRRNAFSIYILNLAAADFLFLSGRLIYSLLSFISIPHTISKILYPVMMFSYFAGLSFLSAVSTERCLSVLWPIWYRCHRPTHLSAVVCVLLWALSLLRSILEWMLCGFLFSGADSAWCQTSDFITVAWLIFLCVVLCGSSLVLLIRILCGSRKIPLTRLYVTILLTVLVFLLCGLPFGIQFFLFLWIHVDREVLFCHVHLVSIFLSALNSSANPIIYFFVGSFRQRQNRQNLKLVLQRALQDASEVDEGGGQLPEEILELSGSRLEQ
aSyn 5UTR inh: MLPCN primary screen, SNCA 5' untranslated region | inhibition, % (tested at 7.5 µM) | AID 1813, 2009 | alpha-synuclein 5'UTR reporter, inhibitor activity | hit rate 0.82% among 300,000; in the data active = inhibition above about 60%;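 also: H4 neuroglioblastoma cells stably carrying SNCA 5'UTR luciferase fusion; 0% = DMSO wells and 100% = positive control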
TRPC4 inh: inhibitors of mouse TRPC4 channel, primary screen, Fluo4 calcium, HEK293 TRPC4beta/mu-opioid cells. AID 2247, 2010. Short transient receptor potential channel 4 (Mus musculus), Q9QUQ5. hit rate 0.39% among 300,000. DAMGO-evoked Fluo4 calcium flux; active compounds read low. B-score at 10 µM;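 active = B-score over 3 SD under the library average, no early fluorescence shift, positive overall ratio signal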
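Signal: kinetic Fluo4 fluorescence imaging of calcium influx. Material: stable TRPC4beta/mu-opioid receptor HEK293 cells. Probe or stimulus: DAMGO in two steps, submaximal then maximal.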
SKKanGAS inh: S. pyogenes SKKanGAS growth inhibitors in kanamycin, primary screen, streptokinase expression inhibitor project, SKKanGAS strain, BacTiter-Glo luminescence; 6 h; hit rate 1.3% among 300,000; inhibition, % at 7.5 µM;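 active = mean replicate score, as percent of positive control median, at least 50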;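 also: strain carries kanamycin resistance gene driven by streptokinase promoter and grows in 40 µg/ml kanamycin; loss of luminescence reflects streptokinase promoter inhibition or plain growth inhibition; 0% = median of DMSO wells and 100% = positive control at its reference dose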
TRPC6 inh: mouse TRPC6 channel inhibitors, primary screen, cell-based, HEK293, membrane potential dye; hit rate 1.1% among 310,000; Short transient receptor potential channel 6 (Mus musculus), Q61143; B-score at 10 µM; AID 2553, 2010; ACh-evoked depolarization; active compounds read low;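 active = B-score under library mean minus 3 SD, initial fluorescence not abnormally high, positive integrated signal ratio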;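 also: B-score derived from integrated fluorescence ratio over the kinetic read; more negative B-score means stronger inhibition of depolarization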
TRPC4 agonist: activators of mouse TRPC4 channel, primary screen, Fluo4 calcium, HEK293 TRPC4beta/mu-opioid cells. B-score at 10 µM. hit rate 0.49% among 310,000. Short transient receptor potential channel 4 (Mus musculus), Q9QUQ5. Fluo4 calcium fluorescence; active compounds read high. AID 2237, 2010;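 active = B-score above 5 SD of library B-scores, and initial fluorescence ratio not above library mean plus 5 SD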;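 also: positive B-score marks a calcium rise read as TRPC4 activation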
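System: HEK293 cells stably co-expressing mouse TRPC4beta and mu-opioid receptor; Schedule: Fluo4 dye loading 45 min at room temperature, 110 s recording; Detection: Fluo4 fluorescence, kinetic; Evaluation: B-scored integrated calcium fluorescence ratio; Controls: buffer (low) and maximal DAMGO (high).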
HIF act: HIF pathway transcriptional activators, primary screen, cell-based, U2OS HRE-luciferase, luminescence; U2OS HRE-luciferase reporter; normalized: DMSO 0%, desferrioxamine 100%; activation, % at 7.5 µM (by protocol); hit rate 0.32% among 300,000; AID 1910, 2009;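 active = mean activation of at least 10% of the iron chelator positive control signal, with at least half of replicates also reaching 10%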
KLF5 inhibitor: KLF5 expression inhibitors, primary screen, DLD-1 cells, luminescence; DLD-1 KLF5 promoter-luciferase reporter; inhibition, % at 5 µM; hit rate 0.23% among 290,000; AID 1700, 2009;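 active = inhibition above a per-plate limit of that plate's mean compound inhibition plus 3 SD, cut at about 60% in these data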;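 also: 0% = DMSO wells and 100% = LY294002 at 200 µM; higher means less KLF5 promoter-driven luciferase light; inactives centre near -14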
* marks the source's active call; other numbers are inactive results; i = inactive; · = not tested or not shown.

SMILES	TRPC4 potent	TRPC6 act	IEC-6 cytotox	MrgX1 antagonist	aSyn 5UTR inh	TRPC4 inh	SKKanGAS inh	TRPC6 inh	TRPC4 agonist	HIF act	KLF5 inhibitor
CC(C)(C)OC(=O)N1CCC(c2cc(=O)n3[nH]cc(C(=O)Nc4ccc(F)c(Cl)c4)c3n2)CC1	i	i	2.9	i	8.7	i	68.3*	i	i	0.3	13.6
COC(=O)c1cc2ccsc2n1CC(=O)N(C)C1CCCCC1	i	i	-0.2	i	-11.9	i	3.4	i	i	0.7	-12.1
O=C(C1CCC(=O)N1Cc1ccccc1Cl)N1CCN(c2ccc(F)cc2)CC1 (stereo not drawn)	i	i	-7.7	i	-1.7	i	-4.0	i	i	0.2	-11.8
CC(C)c1ccc(-c2cc(C(=O)N3N=C(C(F)F)CC3(O)C(F)F)c3ccccc3n2)cc1 (stereo not drawn)	i	i	-5.0	i	-166.0	i	90.5*	i	i	1.2	-83.2
COC(=O)CN1C(=O)NC2(CCCc3ccccc32)C1=O (stereo not drawn)	i	i	-1.2	i	1.9	i	-4.7	i	i	0.7	-4.0
O=c1oc2cc(OCCO)ccc2c2c1CCCC2	i	i	8.5	i	-4.6	i	-3.4	i	i	0.7	-6.1
O=C(Cn1cnc2ccccc2c1=O)Nc1cccc(-c2nnc3n2CCCCC3)c1	i	i	4.6	i	-2.5	i	-0.3	i	i	0.3	-22.1
Cc1c(CN(C)C(=O)c2sc3cc(Cl)ccc3c2Cl)cnn1C	i	i	3.5	i	-9.1	i	2.1	i	i	0.1	9.1
CC(=O)c1c(C)nc(-c2ccc(Cl)cc2)nc1NC(=O)C(C)C	i	i	6.8	i	-42.6	i	-3.8	-6.03*	i	1.2	-13.8
Cc1cc(C)c2sc(NC(=O)C3CC3)nc2c1	i	i	2.7	i	-89.3	i	-0.2	i	i	2.2	-10.8
O=c1[nH]cnc(O)c1C(c1ccc(Br)cc1)c1c(O)nc[nH]c1=O	i	i	1.0	i	3.5	i	-9.2	i	i	-0.4	1.2
NC(=O)Nn1c(CCC(=O)O)ccc1-c1ccc(Br)cc1	i	i	1.6	i	-11.1	i	-11.1	i	i	-0.1	-11.2
Cc1cccc(-n2nnnc2-c2cnccc2C(F)(F)F)c1C	i	i	-7.2	i	10.6	i	-1.9	i	i	-0.8	-2.3
Cc1ccc(NC(=O)c2cc(N(C)C)ccc2[P+](=O)O)cc1	i	i	2.5	i	-154.5	i	-10.3	i	i	0.9	-195.1
Cc1ccn(CCC(=O)N2CCCC(CCC(=O)NCc3ccc(F)c(F)c3)C2)n1 (stereo not drawn)	i	i	4.1	i	-4.7	i	-15.3	i	i	-0.8	-12.1
CCOc1ccc(N(CC(=O)NCc2ccccc2Cl)S(=O)(=O)c2c(C)[nH]c(=O)[nH]c2=O)cc1	i	i	7.2	i	-5.4	i	2.7	i	i	·	-11.4
CCN(CC)S(=O)(=O)c1cc(C(=O)Nc2cc(C)on2)ccc1Cl	i	i	-2.1	i	2.8	i	1.8	i	i	1.5	0.2
Nc1nc2ccc(Cl)cc2c2nc(-c3ccco3)nn12	i	i	7.5	i	-31.7	i	-2.6	i	i	-0.5	-17.8
COc1ccc(CCNC(=O)CSc2ncc(C(=O)Nc3ccccc3)c(=O)n2C)cc1	i	i	·	i	-7.2	i	22.0	i	i	-0.4	·
CCOc1ncccc1C(=O)NCc1cccc(OC)c1	i	i	-4.3	i	16.3	i	-3.1	i	i	-0.4	-17.1
Cn1nc(C(=O)NCCc2ccc(Cl)cc2)c2c1-c1ccccc1S(=O)(=O)C2	i	i	-3.2	i	27.5	i	-1.7	i	i	-0.4	-19.1
NC(=O)N/N=C/c1c(F)c(F)c(F)c(F)c1F	i	i	-1.9	i	-12.0	i	7.6	i	i	0.0	-28.5
CCOc1ccc(S(=O)(=O)NCc2ccc3c(c2)OCO3)cc1	i	i	-2.5	i	0.3	i	2.2	i	i	1.2	-24.0
COc1cccc(C(=O)NCC(c2cccnc2)N2CCN(c3ccccc3OC)CC2)c1 (stereo not drawn)	i	i	-0.9	i	-27.1	i	4.8	i	i	0.3	1.9
Cc1cc(C(=O)CN2C(=O)C(=O)N(Cc3ccccc3)C2=O)c(C)n1CC1COc2ccccc2O1 (stereo not drawn)	i	i	-1.0	i	-19.9	i	1.4	i	i	0.0	-13.9
COc1cccc(NC(=O)CSc2ccc(-c3ccco3)nn2)c1	i	i	-1.7	i	-2.2	i	8.3	i	i	0.3	-23.4
N#C/C(=C\c1cn(-c2ccccc2)nc1-c1ccccc1)S(=O)(=O)c1ccccc1	i	i	-3.4	i	-8.0	i	1.9	i	i	0.1	-3.3
COc1cc2ccccc2cc1C(=O)NCc1ccncc1	i	i	12.6	i	-0.1	i	2.8	i	i	-0.4	-1.4
O=c1[nH]c(=O)n(-c2ccccc2)c2c1C(C(F)(F)F)(C(F)(F)F)N=C(CCC1CCCCC1)N2	i	i	-3.1	i	23.2	i	20.3	i	i	-0.1	-11.2
CCCS(=O)(=O)N1CCC(C(=O)NCc2ccc3c(c2)OCO3)CC1	i	i	-0.7	i	5.1	i	-5.3	i	i	-0.6	-13.6
CC(C)CNC(=O)c1cc([N+](=O)[O-])ccc1N1CCOCC1	i	i	3.5	i	1.6	i	18.6	i	i	-0.3	-5.0
CC(=O)N1CCN(C(=O)c2cccc(S(=O)(=O)N3CCN(c4ccc(F)cc4)CC3)c2)CC1	i	i	·	i	-12.7	i	-2.6	i	i	-0.3	·
CC1=NN(C(=O)CSCc2ccccc2)C(O)(c2ccc(F)cc2)C1 (stereo not drawn)	i	i	-2.5	i	-14.9	i	9.2	i	i	0.0	-25.7
CCc1sc(-c2ccccc2)nc1C(=O)OC	i	i	-4.2	i	-38.1	i	-7.2	i	i	-0.1	-30.3
CN1CCN(C(=O)c2ccc(CS(=O)(=O)c3c(Cl)cccc3Cl)o2)CC1	i	i	-0.7	i	-1.3	i	-2.5	i	i	·	23.9
O=C(CCS(=O)(=O)Cc1ccccc1)NCc1ccco1	i	i	-2.7	i	6.7	i	-0.6	i	i	-0.2	-28.5
Cn1cnnc1SCc1ccccc1[N+](=O)[O-]	i	i	-2.2	i	-11.4	i	-7.1	i	i	-0.3	-25.1
O=S(=O)(c1ccc2c(c1)OCCO2)N1CCC(c2nc3ccc(Cl)cc3[nH]2)CC1	i	i	6.8	i	36.0	i	14.1	i	i	-1.2	-18.0
Cc1cc(-c2ccccc2)c(C#N)c(SCC(N)=O)n1	i	i	1.9	i	3.9	i	0.9	i	i	-0.5	7.1
Nc1nc2ccccc2n1/N=C/c1ccc2c(c1)OCO2	i	i	1.6	i	-192.1	i	9.0	i	i	5.5	-108.5
COc1ccc(-c2nc3ccc(C(=O)NCCCN4CCOCC4)cc3nc2-c2ccc(OC)cc2)cc1	i	i	-0.5	i	-9.3	i	3.9	i	i	-0.1	-3.7
CCC(OC(=O)c1nsc(Cl)c1Cl)C(=O)NCCOC (stereo not drawn)	i	i	5.6	i	10.7	i	-0.5	i	i	0.2	-11.3
O=C(NCCCNC(=O)c1ccco1)c1ccco1	i	i	2.0	i	9.9	i	9.3	i	i	-0.3	-12.8
CN(C)S(=O)(=O)c1ccc(NS(=O)(=O)/C=C/c2ccccc2)cc1	i	i	4.6	i	-18.0	i	-8.0	i	i	0.1	-9.9
CSC1=NC(C)(C)C=C(/C=C/c2c(Cl)cccc2Cl)N1	i	i	8.2	i	-50.0	i	9.2	i	i	-0.4	-22.0
CCOC(=O)C1=C(C)N=C2SCCC(=O)N2[C@@H]1c1cccs1	i	i	-2.0	i	8.5	i	2.1	i	i	-0.8	16.2
COc1cc(-c2nnc(COC(=O)C3c4ccccc4Oc4ccccc43)o2)cc(OC)c1OC	i	i	4.8	i	1.5	i	2.0	i	i	0.3	-8.6
CCCS(=O)(=O)c1ncc(Cl)c(C(=O)Nc2ccc(S(=O)(=O)Nc3ncccn3)cc2)n1	i	i	-4.8	i	16.1	i	0.7	i	i	0.4	-26.0
COc1ccc(S(=O)(=O)N2CCOCC2)cc1OC	i	i	0.7	i	0.7	i	-0.1	i	i	-0.1	0.4
COc1ccccc1C(=O)NCCC(=O)N1CCN(c2ccccc2O)CC1	i	i	·	i	7.9	i	2.5	i	i	0.2	·
CCOc1ccc2nc3sc(C(=O)N4CCN(C)CC4)c(N)c3cc2c1	i	i	-4.5	i	-80.3	i	-2.4	i	i	4.8	-21.5
Cc1cc(C(=O)COC(=O)Cc2n[nH]c(=O)c3ccccc23)c(C)n1-c1cccc(C(F)(F)F)c1	i	i	9.0	i	4.8	i	1.3	i	i	-0.7	-3.5
CSc1nc2ccc(NS(=O)(=O)c3ccc([N+](=O)[O-])cc3)cc2s1	i	i	0.0	i	-15.0	i	28.5	i	i	-0.4	-12.1
NC(=O)C1CCN(Cc2nc3c(Br)cc(Br)cc3c(=O)[nH]2)CC1	i	i	-7.9	i	31.8	i	5.7	i	i	-0.4	11.9
C=CCn1c(SCCN2CCOCC2)nc2c1c(=O)[nH]c(=O)n2C	23*	i	-3.6	i	7.4	i	5.8	i	i	0.5	-15.3
Cc1nn2c(=O)nc3sc4c(c3c2[nH]c1=O)CCCC4	i	i	-7.0	i	-11.9	i	2.3	i	i	0.2	-16.8
Cc1ccc(NC(=O)COC(=O)Cn2cnc3ccccc32)cc1S(=O)(=O)N(C)C	i	i	-2.1	i	14.9	i	-4.7	i	i	-0.1	0.9
Cn1c(Sc2ccc([N+](=O)[O-])cc2C(F)(F)F)nnc1-c1ccccc1	i	i	-0.3	i	-3.7	i	5.8	i	i	-0.5	-12.5
Cc1ccc(-c2cc(C(F)F)n3ncc(C(=O)N4CCN5CCCC5C4)c3n2)cc1 (stereo not drawn)	i	i	3.0	i	5.2	i	1.7	i	i	0.1	-34.2
